From PubChem BioAssay
RBX1-CUL1 inh – inhibitors of human ROC1-CUL1 ubiquitin ligase activity. inhibition, % at 10 µM. in vitro K48 di-Ub FRET, acceptor:donor ratio, 45 min. hit rate 0.6% among 140,000. E3 ubiquitin-protein ligase RBX1 (Homo sapiens) + Cullin-1 (Homo sapiens), P62877+Q13616. AID 1347404, 2020; in the data active = inhibition above about 25%
Target sequence (P62877 whole entry, looked up): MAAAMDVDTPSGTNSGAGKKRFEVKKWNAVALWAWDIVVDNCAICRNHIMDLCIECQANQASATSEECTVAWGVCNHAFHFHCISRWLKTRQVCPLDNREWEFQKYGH
Target sequence (Q13616 whole entry, looked up): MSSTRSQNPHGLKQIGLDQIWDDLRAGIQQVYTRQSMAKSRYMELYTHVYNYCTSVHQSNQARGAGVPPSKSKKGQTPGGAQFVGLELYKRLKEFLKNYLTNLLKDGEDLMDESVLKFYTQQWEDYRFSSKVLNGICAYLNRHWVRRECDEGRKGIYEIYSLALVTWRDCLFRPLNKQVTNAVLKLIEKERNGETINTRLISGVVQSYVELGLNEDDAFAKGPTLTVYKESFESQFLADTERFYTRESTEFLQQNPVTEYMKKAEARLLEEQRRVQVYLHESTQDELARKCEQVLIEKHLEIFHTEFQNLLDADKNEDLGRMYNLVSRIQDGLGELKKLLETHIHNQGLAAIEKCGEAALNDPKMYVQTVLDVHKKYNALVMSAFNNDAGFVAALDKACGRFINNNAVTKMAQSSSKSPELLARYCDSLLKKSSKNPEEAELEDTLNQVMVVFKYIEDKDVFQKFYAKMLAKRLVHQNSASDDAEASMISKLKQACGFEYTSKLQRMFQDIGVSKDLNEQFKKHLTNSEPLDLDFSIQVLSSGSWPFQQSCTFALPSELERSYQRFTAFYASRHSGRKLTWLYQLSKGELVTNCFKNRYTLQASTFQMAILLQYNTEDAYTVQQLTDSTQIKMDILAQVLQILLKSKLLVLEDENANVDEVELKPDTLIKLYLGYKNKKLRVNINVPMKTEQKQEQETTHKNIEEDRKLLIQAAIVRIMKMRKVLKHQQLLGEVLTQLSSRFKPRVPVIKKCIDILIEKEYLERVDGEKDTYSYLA
An asterisk follows results filed as active. Not all compounds are listed; rates above refer to the full screens.

SMILES	RBX1-CUL1 inh
O=C1C2CCCN2C(=O)N1CCCCN1CCN(c2cccc(C(F)(F)F)c2)CC1 (configuration not stated)	-6
CCOC(=O)c1c(NC(=O)c2c([N+](=O)[O-])cnn2CC)sc2c1CCCC2	-9
COc1ccc(C(=O)Nc2ccc(S(=O)(=O)N3CCCCC3)cc2)cc1	9
CCOc1ccc(-n2c(SCC(=O)Nc3ccccc3C)nnc2-c2ccc(Cl)cc2)cc1	-3
O=C1N=CC(c2csc3ccsc23)C(=O)N1 (configuration not stated)	-2
Cc1cc(C)cc(NC(=O)c2ccc(S(=O)(=O)N3CCOCC3)cc2)c1	9
COc1cc(C(O)c2cc3c(cc2C(OC)OC)OCO3)cc(OC)c1OC (configuration not stated)	11
CCOC(=O)c1nnn(-c2nonc2N)c1-c1ccc(OC)cc1	4
Cc1cc(=O)[nH]c(NCCNC(=O)c2ccc(C3CCCN3)s2)n1 (configuration not stated)	-4
N#CC1C(=N)OC2=C(CCCC2=O)C1c1cccc(O)c1 (configuration not stated)	6
CC1(C)CC(=O)CC(c2ccccc2)(c2ccccc2)N1	-3
Cc1nc2nc(SCC(=O)NCCc3ccc(Cl)cc3)nn2c(C)c1Cc1ccccc1	-13
O=C(NC(=S)Nc1ccc(S(=O)(=O)N2CCOCC2)cc1)C1CCCCC1	-8
CC(C)Oc1cccc(C(=O)N2CCN(c3ncccn3)CC2)c1	-5
CCOC(=O)c1c(NC(=O)c2ccccc2Cl)sc2c1CCCC2	2
Clc1cccc(OCCOc2cccc3ccccc23)c1	-8
CCOc1cc(C2C3=C(CC(C)(C)CC3=O)OC3=C2C(=O)CC(C)(C)C3)ccc1OCc1ccccc1F	-4
CCCn1c(=O)c2c(nc3n2C(C)C(C)=NN3C(C)C)n(C)c1=O (configuration not stated)	0
CC(O)CN1C(=O)CSC12CCCCC2 (configuration not stated)	4
Cc1cc(Cl)ccc1NCc1nnc(SCC(=O)N/N=C/c2ccccc2O)n1-c1ccccc1	-2
C=CCn1c(SCc2nc3ccccc3[nH]2)nc2sc3c(c2c1=O)CCCC3	-3
COc1ccc(C(=O)NC2CC2)cc1S(=O)(=O)N(C)C	0
CC(=O)c1cccc(S(=O)(=O)NCCc2csc3nc(-c4ccc(F)cc4)nn23)c1	3
COc1ccc(S(=O)(=O)NCCc2sc(-c3ccccc3)nc2C)cc1F	8
CC1Cc2cc(S(=O)(=O)CCC(=O)Nc3ccc(F)cc3)ccc2N1C(=O)C1CC1 (configuration not stated)	-3
COc1ccccc1C1N(c2ccc(Cl)c(Cl)c2)C(=O)N2CCCN12 (configuration not stated)	4
Cc1csc(C(C)N(C)C(=O)CC2(c3ccccc3C)CC(=O)N(Cc3cccnc3)C2=O)n1 (configuration not stated)	0
CCc1c(C)sc(NC(=O)c2cccnc2Cl)c1C#N	-3
Cc1cccc2[nH]c(C(=O)O)cc12	8
CCOC(=O)c1c(-c2ccc3c(c2)OCO3)[nH]c2cc(OC)ccc2c1=O	2

Already shown: entries from further up.
SMILES	RBX1-CUL1 inh
COc1ccc(S(=O)(=O)NCCc2sc(-c3ccccc3)nc2C)cc1F	8
CC1Cc2cc(S(=O)(=O)CCC(=O)Nc3ccc(F)cc3)ccc2N1C(=O)C1CC1 (configuration not stated)	-3
COc1ccccc1C1N(c2ccc(Cl)c(Cl)c2)C(=O)N2CCCN12 (configuration not stated)	4
Cc1csc(C(C)N(C)C(=O)CC2(c3ccccc3C)CC(=O)N(Cc3cccnc3)C2=O)n1 (configuration not stated)	0
CCc1c(C)sc(NC(=O)c2cccnc2Cl)c1C#N	-3

Carrying on.
SMILES	RBX1-CUL1 inh
Cc1c(C(=O)O)c(C)n(C)c1-c1ccccc1	8
CCCCC(C(N)=O)N1C(=O)C2C3C=CC(C3)C2C1=O (configuration not stated)	7
Cc1cc(CN(C)C(=O)CC2(c3ccccc3)CC(=O)N(CCCOc3cccnc3)C2=O)on1 (configuration not stated)	-3
C=CCn1c(CNc2ccc(Cl)cc2)nnc1SCC(=O)N/N=C/c1ccc(F)cc1	-4
O=C(O)c1cc2scc(Cl)c2s1	7
CCOc1ccc(NC(=O)CCS(=O)(=O)c2cc3c4c(c2)CCN4C(=O)CC3)cc1	-3
CC1(C)CC(=O)C(C(=S)Nc2ccccc2)C(=NC2CC(C)(C)NC(C)(C)C2)C1 (configuration not stated)	-11
O=S(=O)(c1ccc(Cl)nc1)N1CCCc2ccccc21	-5
CC(=O)Nc1ccccc1C(=O)c1ccccc1	-14
CCOC(=O)C(Cc1ccc(NS(=O)(=O)c2ccc(C)cc2)cc1)N1C(=O)c2ccccc2C1=O (configuration not stated)	0
COc1ccccc1Oc1ncccc1CNCc1ccncc1	10
COc1ccc(N(CC(=O)NC(C(C)C)C(C)C)S(=O)(=O)c2ccc(C)cc2)cc1	-12
CC(C)(C)C1CCc2c(sc(NC(=O)Cc3ccc(Cl)cc3)c2C#N)C1 (configuration not stated)	4
COc1ccc(C(=O)OC(C(=O)c2ccc(Cl)cc2)c2ccccc2)cc1 (configuration not stated)	5
CCn1cc2nc(SCC(=O)Nc3ccc(OC)c(Cl)c3)n(Cc3ccc(OC)cc3)c(=O)c2n1	0
Cc1ccc(C2CC(O)C(C)C(c3ccc(C)cc3)N2)cc1 (configuration not stated)	11
O=C(O)c1ccc(OC(=O)C2CCC2)cc1	0
O=C(Nc1ccc(Oc2ccccc2)nc1)C1CCN(C(=O)Cc2cccnc2)CC1	-1
C=CCn1c(COc2ccccc2)nnc1SCC(=O)Nc1ccc(F)cc1F	-8
CC(C)CSCc1ccc2oc(C(=O)O)cc2c1	0
CCCCn1c(=S)[nH]c2sc3c(c2c1=O)CCCCC3	-6
COc1ccc(C2C3=C(CCCC3=O)OC(=N)C2C#N)cc1COc1ccccc1Cl (configuration not stated)	-3
Cc1cccc(NC(=O)Nc2ccc(C)c(C)c2)n1	-1
COc1ccc(-c2nc(CSCC(=O)N3CCN(c4ccccc4F)CC3)c(C)o2)cc1	-6
COc1ccc(C(=O)NC2CCCCC2)cc1S(=O)(=O)N(C)C	5
CC(=Nc1ccccc1C(=O)O)C1C(=O)CSC1=O (configuration not stated)	5
COc1ccc(-n2cccc2/C=C2/SC(=O)N(CC(=O)Nc3cccc(C)c3)C2=O)cc1	-5
COCCn1c(CCc2ccccc2)nnc1SCC(=O)Nc1ccc(F)c(Cl)c1	-9
CCN(CC)c1ccc(CNCCNCCO)cc1	1
CO[C@H]1[C@H](NC(=O)c2ccccn2)c2ccccc2C12CCN(C(=O)C1=C(C)OCCO1)CC2	1
O=C(CSc1cn(CCNC(=O)c2c(F)cccc2F)c2ccccc12)Nc1ccc2c(c1)OCCO2	-3
COC(=O)C1C(=N)OC2=C(C(=O)CCC2)C1c1cccc(Br)c1 (configuration not stated)	106*
C=CCOc1ccc(CNn2cn[nH]c2=S)cc1OC	7
C=CCOCCN(CN1C(=O)C2CC=C(Cl)CC2C1=O)CN1C(=O)C2CC=C(Cl)CC2C1=O (configuration not stated)	3
CCOc1ccc(C(=O)OCc2cc(=O)n3cc(C)sc3n2)cc1	-8
Cc1nn(-c2ccc(N3CCCC3)nn2)c(C)c1CCC(=O)Nc1ccc(F)cc1F	-10
COc1cc([N+](=O)[O-])cc2sc(NC(=O)c3ccc([N+](=O)[O-])cc3)nc12	-1
COc1ccc(CN(Cc2cc3c(OC)ccc(OC)c3nc2N(C)C)C(=O)CCn2nc(C)cc2C)cc1	0
O=C(Cc1coc2ccc3ccccc3c12)N1CCN(c2cccc(Cl)c2)CC1	4
CC1Cc2cc(C(=O)c3ccc(Cl)cc3Cl)ccc2O1 (configuration not stated)	5
CCOc1ccc(-n2c(SCC(=O)Nc3cccc(Cl)c3Cl)nnc2-c2ccncc2)cc1	-2
Cc1ccc2nc(Nc3ccc(C)c(F)c3)c3nncn3c2c1	-3
C=CCOc1cccc(C2C(C(=O)c3ccc(C)cc3)C(=O)C(=O)N2CCN(CC)CC)c1 (configuration not stated)	0
Cc1ccc(OCC(O)CN2CCN(CCN3C(=O)c4cccc5cccc(c45)C3=O)CC2)c(C(C)(C)C)c1 (configuration not stated)	8
COc1ccc(NC(=O)C2CCC(CNS(=O)(=O)c3cccc4nsnc34)CC2)cc1OC (configuration not stated)	0
CSc1cccc(NC(=O)CNS(=O)(=O)c2ccc(F)cc2)c1	-1
CC(C)CNC(=O)c1ccc(N2CCOCC2)cc1	1
C=CCN1CCN(C(=O)C(C)Oc2ccc(Br)cc2)CC1 (configuration not stated)	6
N#Cc1c(NC(=O)C2CCCO2)sc2c1CCCC2 (configuration not stated)	8
COc1cccc(NC(=O)Cc2ccc(Cl)cc2)c1	7
New compounds follow.
SMILES	RBX1-CUL1 inh
Cc1nc(SCC(=O)N2CCCCC2)c2c3c(sc2n1)CCC3	-10
CN1CCN(n2ccc3c(cnc4nc(-c5ccccc5)nn43)c2=O)CC1	-7
CCOc1cccc(CN2CCc3c(C(=O)NCc4ccccc4OC)c(OC)cc(=O)n3CC2)c1	6
CCOc1ccc(CCNC(=O)c2ccc(C)c(-n3cnc4cccnc43)c2)cc1	1
CCCNC(=O)CN1C(=O)COc2ccc(S(=O)(=O)N3CCCC3)cc21	-5
O=S1(=O)c2ccccc2OC2C=CC=CC21 (configuration not stated)	5
CCC(=O)Nc1ccc(C(=O)NNC(=O)CCC(=O)OC)cc1	-11
COc1ccc(CC2CN(C(=O)c3ccc4nccnc4c3)CCO2)cc1 (configuration not stated)	-2
COC1CCN(c2nc3nonc3nc2NCc2ccccc2)CC1	1
Nc1ccc(Cl)cc1[N+](=O)[O-]	6

Taken from above:
For RBX1-CUL1 inh, `Cc1cc(C)cc(NC(=O)c2ccc(S(=O)(=O)N3CCOCC3)cc2)c1` is entered as 9
For RBX1-CUL1 inh, `Cc1cc(=O)[nH]c(NCCNC(=O)c2ccc(C3CCCN3)s2)n1` (configuration not stated) is entered as -4
For RBX1-CUL1 inh, `CCOc1ccc(NC(=O)CCS(=O)(=O)c2cc3c4c(c2)CCN4C(=O)CC3)cc1` is entered as -3

Later entries:
SMILES	RBX1-CUL1 inh
CCCCn1nnnc1NCc1ccsc1	-3
O=C(COC(=O)c1cc(-c2cccs2)nc2ccccc12)c1ccc(Br)cc1	6
Cc1c(NC(=O)Cc2ccc(F)cc2)cccc1-c1nc2cccnc2s1	-2
N#CC1CCCc2c1[nH]c1ccc(Cl)cc21 (configuration not stated)	5
COc1cccc(N2CCN(S(=O)(=O)c3ccc(F)c(F)c3)CC2)c1	4
CC1=C(C(=O)OC(C)C)C(c2ccc(F)c(Br)c2)NC(=O)N1C (configuration not stated)	12
CCCCc1ccc2nc(NC(=O)c3sc4ccccc4c3Cl)sc2c1	2
Cc1cccn2cc(-c3ccc(Cl)cc3)cc12	2
COc1cc(C(=O)N2CCOCC2)ccc1OC1OC(COC(C)=O)C(OC(C)=O)C(OC(C)=O)C1OC(C)=O (configuration not stated)	0
CC(=O)[C@]1(O)Cc2c(O)c3c(c(O)c2[C@@H](OC(C)(C)C)C1)C(=O)c1ccccc1C3=O	0

An excerpt from above in order of formula weight, ascending.
SMILES	RBX1-CUL1 inh
N#CC1CCCc2c1[nH]c1ccc(Cl)cc21 (configuration not stated)	5
CCCCn1nnnc1NCc1ccsc1	-3
COc1cccc(N2CCN(S(=O)(=O)c3ccc(F)c(F)c3)CC2)c1	4
Cc1c(NC(=O)Cc2ccc(F)cc2)cccc1-c1nc2cccnc2s1	-2
CCCCc1ccc2nc(NC(=O)c3sc4ccccc4c3Cl)sc2c1	2
O=C(COC(=O)c1cc(-c2cccs2)nc2ccccc12)c1ccc(Br)cc1	6
COc1cc(C(=O)N2CCOCC2)ccc1OC1OC(COC(C)=O)C(OC(C)=O)C(OC(C)=O)C1OC(C)=O (configuration not stated)	0

Going on with the list:
SMILES	RBX1-CUL1 inh
CC(=O)Nc1cccc(NC(=O)CSc2ccc(-c3sc(-c4ccccc4)nc3C)nn2)c1	6
Cc1ccc(NC(=O)Cn2c(=O)n(CCC(=O)NCc3ccccc3Cl)c(=O)c3ccccc32)c(C)c1	-7
CCN(CC)C1CCN(Cc2nc(C3CC3)no2)C1 (configuration not stated)	12
OC1CCCN(c2nc3nonc3nc2N2CCSCC2)C1 (configuration not stated)	3
CC(Oc1ccc(F)cc1)C(=O)NC1CC2CCC1C2 (configuration not stated)	2
O=C(NCCc1ccc(Cl)cc1)c1ccc2c(c1)N(Cc1ccc(Cl)cc1)C(=O)CS2	2
CCC(NC(=O)Cn1ncc(N(C)C)cc1=O)c1ccnn1C (configuration not stated)	1
C=CCN1CCN(C(=O)c2ccc(Cl)cc2Cl)CC1	8
Cc1ccc2c(c1)c1c(n2CC2COC(C)(C)O2)C(=O)CCC1 (configuration not stated)	2
CC(=O)NCCNC(=O)CC(c1ccccc1)c1ccc2c(c1)OCO2 (configuration not stated)	-4
CCCc1cc(=O)[nH]c(N2CCN(c3ccc(Cl)cc3)CC2)n1	1
CCCCSCCCNC(=O)c1cn(CC)c2ccc(S(=O)(=O)N(C)C3CCCCC3)cc2c1=O	-10
CCOC(=O)Nc1nc(SCc2ccc(Cl)cc2)n[nH]1	-1
CCn1c(C)cc(=O)n2c3ccccc3nc12	6
O=C(Nc1ccc(Br)cn1)c1cc(-c2ccc3c(c2)OCO3)nc2ccccc12	6
O=C(CC1(O)C(=O)N(Cc2ccc(Cl)cc2)c2ccccc21)c1ccc2c(c1)CCCC2 (configuration not stated)	4
Cc1cnnn1-c1ccc(C(=O)Nc2ccc(N3CCN(C)CC3)cc2)cc1	0
COc1cc(/C=C2/SC(=O)N(CC(=O)N3CCOCC3)C2=O)ccc1OCc1ccncc1	-2
O=C1C2CC=C(Cl)CC2C(=O)N1c1ccccc1 (configuration not stated)	-4
CSc1ncc(C)cc1[N+](=O)[O-]	-5
Cc1ccc(-c2n[nH]c(=S)n2N)cc1	1
